High-throughput results as filed in PubChem BioAssay.
KOR beta-arrestin-1 = kappa opioid receptor blockers – cell-based, luminescence, uHTS (AID 1778); KOR beta-arrestin recruitment, luminescence, antagonist mode; higher % means a stronger effect; inhibition, % at 10 µM, or IC50 in µM where a hit was titrated; 290,000 compounds, 0.091% hits; note: strong numbers were not always called active
HIV fusion peptide = inhibitors of HIV fusion peptide binding, primary screen, biochemical, uHTS, fluorescence dequenching (AID 1986) | cell-free peptide binding, fluorescence dequenching, 30 min; higher % means a stronger effect | inhibition, % at 20 µM, or IC50 in µM where a hit was titrated | 290,000 compounds, 0.3% hits; in the data active = inhibition mostly above about 52%, no sharp cut-off; inactive = mostly below about 76%; note: some results filed as inactive read as strong as hits
NS5 inhibitors = Dengue-2 NS5 methyltransferase inhibitors, primary screen, biochemical, confirmation dose response (AID 588689); inhibition, % at 25 µM; hits with a dose series show IC50 in µM; 340,000 compounds, 0.3% hits; Dengue-2 NS5 methyltransferase capping enzyme assay, biochemical; higher % means a stronger effect; in the data active = a potency from the dose series; inconclusive = inhibition above about 29% without an active follow-up result
NOD1 NF-kB reporter = NOD1 signaling inhibitors, primary screen, cell-based, luminescence, uHTS (AID 1578); inhibition, % at 4 µM; hits with a dose series show EC50 in µM; NOD1-driven NF-kB luciferase reporter cells, luminescence; higher % means a stronger effect; 290,000 compounds, 1% hits; in the data active = inhibition mostly above about 36%, no sharp cut-off; inactive = mostly below about 34%;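 note: HEK-293T reporter cells stimulated with the NOD1 agonist gamma-tri-DAP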
NOD2 inhibition = inhibition of NOD2-driven NF-kB reporter – cell-based, luminescence, uHTS, HEK293 (AID 1566); one-dose inhibition, % at 4 µM; EC50 in µM for titrated hits; 290,000 compounds, 0.63% hits; HEK293 NOD2/NF-kB luciferase reporter, luminescence; higher % means a stronger effect; note: many of its hits are not listed in these tables
West Nile virus CPE = West Nile virus antiviral activity, cell-based, CPE readout (AID 1621) | West Nile virus-infected cells, CPE inhibition; higher % means a stronger effect | CPE inhibition, % at 10 µM, or IC50 in µM where a hit was titrated | 290,000 compounds, 0.02% hits; in the data active = a potency from the dose series; inconclusive = CPE inhibition mostly from about 3.7% at the one dose, without a potency; inactive = the rest, 99 in 100 with CPE inhibition below about 2.2%; note: strong numbers were not always called active
Yfh1-depleted yeast = enhancers of respiration in Yfh1-depleted yeast, dose response, Friedreich's ataxia, plus single-dose screen (AID 1465) | S. cerevisiae Yfh1-off respiration, WST-1 reduction, 72 h; higher fold induction means a stronger effect | fold induction at 50 µM, or EC50 in µM where a hit was titrated | 220,000 compounds, 0.074% hits;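 active = fold induction of absorbance versus untreated yeast above a set limit, then at least 30% activation at any dose in follow-up; inconclusive = repeats straddling the limit, or above it without dose testing; inactive = fold induction below the set limit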;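 note: activators that raise dye reduction in frataxin-depleted yeast; strong numbers were not always called active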
AID2073 = disruptors of CaV2.2 binding to Mint1 – biochemical, HTRF (AID 2073); HTRF protein-protein interaction, Mint1-CaV2.2; higher % means a stronger effect; one-dose inhibition, % at 20 µM; IC50 in µM for titrated hits; 290,000 compounds, 0.19% hits; in the data active = inhibition mostly above about 51%, no sharp cut-off; inconclusive = no clear call, values can overlap the other calls; inactive = mostly below about 53%; note: some results filed as inactive read as strong as hits
KOR beta-arrestin-2 = kappa opioid receptor activators – cell-based, luminescence, uHTS, primary screen (AID 1777); KOR beta-arrestin recruitment, luminescence; higher % means a stronger effect; one-dose activation, % at 10 µM; EC50 in µM for titrated hits; 280,000 compounds, 0.02% hits; in the data active = activation above about 50%, passing the limit was not always enough; note: a part of the inactive calls stands beside numbers as strong as those of hits
The depositor's hits bear a star; i = inactive; ? = inconclusive; . = no result given; [ ] = dose if it differs, or a comment. Cut-off read from the data, not from the text of the source, unless noted: active = inhibition above about 50%; inactive = the rest.

SMILES	KOR beta-arrestin-1	HIV fusion peptide	NS5 inhibitors	NOD1 NF-kB reporter	NOD2 inhibition	West Nile virus CPE	Yfh1-depleted yeast	AID2073	KOR beta-arrestin-2
CCN(CC)C(=O)Cn1ncc2c1-c1ccccc1OC2	-6%	2.7%	-1%	-9%	12%	0.2%	i	2%	-1.5%
Cc1cc(C)n(Cc2ccc(C(=O)Nc3ccc(Br)cc3C)o2)n1	9%	11%	-3%	-13%	10%	-1.6%	i	-8%	-0.6%
O=C(Nc1ccc2c(c1)CCC2)c1cc(=O)[nH]c2ccccc12	4%	-1.6%	-5%	-15%	-1%	-1.0%	i	2%	4.5%
CC(=O)Nc1ccc(S(=O)(=O)N2CCN(C(=O)c3ncoc3-c3ccc(C)cc3)CC2)cc1	-9%	-1.4%	-3%	17%	12%	0.0%	.	5%	-3.4%
CCOC(=O)c1c(-c2ccncc2)csc1N	24%	-2.5%	-6%	-10%	-3%	0.3%	.	-18%	1.2%
COC(=O)[C@@H](Cc1c[nH]c2ccccc12)NC(=O)c1ccc2c(c1)OCO2	24%	0.3%	-1%	-3%	3%	-0.1%	.	3%	-7.8%
CSc1nc2c(c(=O)[nH]1)C(c1ccc(C(F)(F)F)cc1)CC(=O)N2 (configuration not stated)	-12%	1.7%	9%	-36%	-5%	0.3%	i	-8%	1.6%
CCC(C)OC(=O)C(C)Oc1ccc(-c2ccccc2)cc1 (configuration not stated)	-19%	-1.9%	6%	-19%	2%	0.0%	i	-3%	-1.2%
COc1cccc(C(=O)N2c3cc(C)ccc3OCC2C(C)(C)C)c1 (configuration not stated)	16%	0.0%	-3%	5%	-15%	-0.8%	.	4%	6.8%
Cc1ccc2cc(C#N)c(N3CCCN(C(=S)NCCCN(C)C)CC3)nc2c1	-45%[20 µM]	-0.2%	3%	-11%	5%	24µM*	.	-5%	2.6%
COC(=O)c1cc(NC(=O)c2ccc(-c3ccccc3)cc2)ccc1Cl	-14%	0.8%	1%	13%	8%	-0.8%	i	26%	10%
COc1ccccc1CNc1ncnc2cc(Cl)ccc12	-82%[20 µM]	2.3%	1%	15%	35%	-0.8%	i	?	-2.4%
O=C(O)c1cc(-c2cccs2)nn1-c1ccc(F)cc1	7%	2.9%	-9%	-26%	6%	0.0%	i	3%	0.6%
COc1cc(/C=N/n2cc(-c3ccccc3)[nH]c2=S)cc(OC)c1O	19%	-1.7%	27%	1%	-106%	-0.3%	i	-20%	1.6%
CCOC(=O)c1cc(-c2ccc3c(c2)OCCO3)nc2c1c(C)nn2CCC#N	13%	1.3%	8%	-5%	24%	0.3%	i	32%	-3.8%

Next section; the last two above are carried over.
SMILES	KOR beta-arrestin-1	HIV fusion peptide	NS5 inhibitors	NOD1 NF-kB reporter	NOD2 inhibition	West Nile virus CPE	Yfh1-depleted yeast	AID2073	KOR beta-arrestin-2
COc1cc(/C=N/n2cc(-c3ccccc3)[nH]c2=S)cc(OC)c1O	19%	-1.7%	27%	1%	-106%	-0.3%	i	-20%	1.6%
CCOC(=O)c1cc(-c2ccc3c(c2)OCCO3)nc2c1c(C)nn2CCC#N	13%	1.3%	8%	-5%	24%	0.3%	i	32%	-3.8%
COc1ccc(/C=N/NC(=O)c2ccco2)cc1Cn1nc(C)cc1C	.	-0.1%	-3%	-25%	13%	-0.1%	i	3%	-3.3%
COc1ccc(/C=C/C(=O)OCC(=O)NCCC2=CCCCC2)cc1S(=O)(=O)N1CCOCC1	18%	-2.7%	0%	-26%	-1%	0.0%	i	2%	-5.8%
CC(C)(C)c1ccc(OCCCNCc2ccccc2)cc1	-28%	-2.5%	-4%	-14%	-2%	-2.3%	i	-2%	0.5%
O=c1cc(CSc2nnnn2-c2ccccc2)nc2scc(-c3ccccc3)n12	-11%	3.2%	-5%	-14%	8%	1.4%	i	0%	0.5%
CCS(=O)(=O)n1nc(-c2ccccc2)nc1SCc1ccccc1	-16%	0.1%	-13%	-3%	-221%	0.5%	i	0%	-2.6%
CCC(=O)N(C)CCc1cc2c(c(OC)c1/C=N/NC(=O)c1ccc(Br)cc1)OCO2	16%	-0.4%	2%	-27%	1%	-0.6%	i	3%	0.6%
Cc1ccc(NC(=O)CCS(=O)(=O)c2cccc3nonc23)cc1Cl	-27%	-1.0%	4%	-8%	-6%	-1.1%	.	1%	3.0%
CN1C(=O)C(CC(=O)Nc2ccc(F)cc2)N(CCCc2ccccc2)C1=S (configuration not stated)	-20%	19%	-11%	-7%	4%	-0.8%	i	-11%	-1.6%
CC(C)c1csc(CN2CCC(N3CCC(C(=O)N4CCOCC4)CC3)CC2)n1	-12%[20 µM]	1.2%	3%	-33%	3%	-0.3%	i	23%	2.4%
CCCCCCn1c(SCCN2CCOCC2)nc2c1c(=O)[nH]c(=O)n2C	27%	0.7%	-15%	-9%	-2%	0.1%	i	2%	1.5%
COc1ccc(C2CC(C(F)(F)F)n3nc(C(=O)NCc4cn(C)nc4C)c(Cl)c3N2)cc1 (configuration not stated)	3%	-1.9%	2%	23%	29%	-0.5%	i	0%	-1.8%
Fc1ccccc1-c1csc(-c2cccnc2)n1	-13%	3.0%	-6%	-19%	-6%	-0.1%	.	0%	-0.8%
Cc1ccc(S(=O)(=O)Nc2cc(=O)[nH]c(SCC(=O)Nc3cccc(C)c3)n2)cc1	-24%	2.1%	3%	14%	23%	0.1%	i	10%	1.7%
CC(C)CNC(=S)NC(=O)c1ccccc1Cl	5%	-0.9%	4%	-48%	-19%	-0.7%	i	18%	0.1%
COc1ccc(-c2csc(N(CC(C)C)C(=O)c3ccco3)n2)cc1	-7%[20 µM]	0.6%	.	-19%	17%	-1.5%	.	15%	4.3%

Profiles, looked up by structure:
`CC(C)CNC(=S)NC(=O)c1ccccc1Cl` as listed: KOR beta-arrestin-1 = 5%; HIV fusion peptide = -0.9%; NS5 inhibitors = 4%; NOD1 NF-kB reporter = -48%; NOD2 inhibition = -19%; West Nile virus CPE = -0.7%; Yfh1-depleted yeast = i; AID2073 = 18%; KOR beta-arrestin-2 = 0.1%
`O=c1cc(CSc2nnnn2-c2ccccc2)nc2scc(-c3ccccc3)n12` as listed: KOR beta-arrestin-1 = -11%; HIV fusion peptide = 3.2%; NS5 inhibitors = -5%; NOD1 NF-kB reporter = -14%; NOD2 inhibition = 8%; West Nile virus CPE = 1.4%; Yfh1-depleted yeast = i; AID2073 = 0%; KOR beta-arrestin-2 = 0.5%

Going on with the list:
SMILES	KOR beta-arrestin-1	HIV fusion peptide	NS5 inhibitors	NOD1 NF-kB reporter	NOD2 inhibition	West Nile virus CPE	Yfh1-depleted yeast	AID2073	KOR beta-arrestin-2
O=C(O)c1ccccc1C(=O)Nc1ccc(Nc2ccc([N+](=O)[O-])cc2[N+](=O)[O-])cc1	8%	-2.1%	0%	1%	6%	-0.8%	.	-7%	-4.2%
NC(=O)c1ccccc1NC(=O)CCn1c(=S)oc2ccccc21	1%	1.9%	-1%	0%	5%	-0.7%	.	17%	-2.4%
Cc1cccc(N2CCN(c3nc4nonc4nc3N3CCSCC3)CC2)n1	-12%[20 µM]	-1.9%	0%	-22%	1%	-0.2%	i	11%	.
O=C1C=C(NCCc2ccccc2)C2(CCCCC2)O1	14%[20 µM]	-0.4%	-4%	-3%	2%	-0.2%	i	1%	-3.6%
CCOC(=O)c1[nH]c2ccc(OC)cc2c1NC(=O)C(C)N1CCSCC1 (configuration not stated)	2%	4.6%	.	8%	6%	0.3%	i	29%	2.7%
COC(=O)c1sccc1-n1cccc1C(=O)C(=O)Nc1ccc(F)cc1	-14%[20 µM]	-1.8%	-11%	15%	11%	-0.9%	i	-6%	-6.3%
COc1ccc(CC(=O)N(C)CC(=O)Nc2cccc(F)c2)cc1S(=O)(=O)N1CCOCC1	14%	1.6%	0%	-8%	6%	-0.1%	.	-5%	-0.1%
CC1CC(=S)Nc2ccccc2N1Cc1ccccc1 (configuration not stated)	0%	-1.0%	-3%	-3%	6%	-0.7%	i	33%	-5.1%
CCCCN1C(=O)c2ccc(C(=O)NCCN3C(=O)S/C(=C\c4cccnc4)C3=O)cc2C1=O	-12%	0.8%	4%	-9%	-5%	-0.2%	i	4%	1.8%
CCCCN1C(=O)/C(=C/C=C2\Oc3ccccc3N2CC)SC1=S	-12%[20 µM]	149%	?	-34%	10%	0.1%	i	14%	.
COC(=O)c1c(NC(=O)C2C3CCC(C3)C2C(=O)O)sc2c1CCCCC2 (configuration not stated)	-59%[20 µM]	0.1%	-6%	-38%	-26%	0.2%	i	2%	-2.8%
c1ccc(COC2CCCN(Cc3nc(Cc4ccccc4)no3)C2)cc1 (configuration not stated)	-4%	-0.8%	-2%	-39%	-19%	-1.7%	i	11%	-2.3%
COc1ccc(NC(C)(C)c2nnnn2-c2c(C)cccc2C)cc1	-30%	1.9%	-9%	4%	4%	-1.3%	i	2%	4.9%
Cc1nnc(NC(=O)CSc2nnc(CC(=O)Nc3ccccc3F)n2C)s1	-36%	-1.1%	2%	-30%	-9%	0.9%	.	-8%	-0.1%
Cc1ccc(S(=O)(=O)N(C)c2ccccc2C(=O)N2CCCC2)cc1	12%	-0.1%	1%	-11%	2%	0.5%	.	-6%	2.8%
COc1ccccc1C(=O)Nc1ccc(S(=O)(=O)N2CCCCC2c2cccnc2)cc1 (configuration not stated)	-20%	-0.5%	-5%	5%	8%	0.2%	i	10%	1.4%
Cc1ccc(CNC(=O)CCC(=O)Nc2nnc(C)s2)cc1	0%	0.9%	3%	-7%	16%	0.5%	.	7%	0.9%
CCOC(=O)C1CCN(C(=O)c2cc3c(s2)-c2ccccc2OC3)CC1	-16%[20 µM]	-1.2%	-2%	-40%	-48%	-0.4%	.	30%	-5.9%

Reprinted at random: four entries already listed.
SMILES	KOR beta-arrestin-1	HIV fusion peptide	NS5 inhibitors	NOD1 NF-kB reporter	NOD2 inhibition	West Nile virus CPE	Yfh1-depleted yeast	AID2073	KOR beta-arrestin-2
Cc1ccc(NC(=O)CCS(=O)(=O)c2cccc3nonc23)cc1Cl	-27%	-1.0%	4%	-8%	-6%	-1.1%	.	1%	3.0%
CCOC(=O)c1[nH]c2ccc(OC)cc2c1NC(=O)C(C)N1CCSCC1 (configuration not stated)	2%	4.6%	.	8%	6%	0.3%	i	29%	2.7%
COc1ccccc1CNc1ncnc2cc(Cl)ccc12	-82%[20 µM]	2.3%	1%	15%	35%	-0.8%	i	?	-2.4%
Cc1ccc(CNC(=O)CCC(=O)Nc2nnc(C)s2)cc1	0%	0.9%	3%	-7%	16%	0.5%	.	7%	0.9%

A portion of the library; rates above refer to the full screens.
